# Compound activity (PubChem)
# BRCA1 expr up = activators of BRCA1 expression; Potency, µM (highest dose often 46.1 µM), without a hit: at the highest dose activation, usual class: activators; MCF7-BRCA1-FFLuc reporter, luminescence, 48 h; response scale: scaled: vehicle 0%, 10 µM genistein 100%; AID 624202; 1.1% of 380,000 active; note: nearly all actives have a fitted effect of over 80% in size; some results filed as inactive show a strong effect at the top dose
#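 Using MCF7 cells harboring a BRCA1 firefly luciferase reporter, plated 2 h before compound pinning, the screen measured luminescence after 48 h incubation. Responses were normalized to DMSO and 10 microM genistein, then fitted for concentration-effect.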
# Rab9 promoter act = Rab9 promoter activation; Huh7 Rab9 promoter-luciferase reporter, luminescence, 24 h; Potency, µM (top dose mostly 9.22 µM), for the others: at the top dose activation, negative = inhibition, most hits filed as activators; 2.8% of 320,000 active; note: % of control where 0% means no effect; nearly all actives have a fitted effect of over 60% in size
#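 Luminescence from Amplite-detected luciferase (10 minutes, ambient) reports Rab9 promoter activation. Before that, stable Rab9-luciferase Huh7 cells (1500/well, reduced-serum OP-MEM I plus 10% FBS) were exposed to compound for 24 hours at 37C.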
# CXXC DNA block = blocks binding of human MLL CXXC domain to DNA; Q03164; MLL-CXXC / FITC-HOXA9 DNA fluorescence polarization; Potency, µM (titrated, usually from 115 µM), for the others: at the top dose activity change, negative = inhibition, hits mostly inhibitors; 0.037% of 290,000 active; AID 2662; active = well fitted inhibition curve with a large enough effect in the polarisation, with a control signal flat, not every such curve was filed as active; inconclusive = small, poorly fitted or top-dose-only effect, or effect the other way, or a change in a side signal; inactive = no such curve, though single readings can be large or run the other way; the % refers to the polarisation
#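 Fluorescence polarization: 7 uM MLL-CXXC (stock) preincubated 5 min with compounds, then 50 nM fluorescein-HOX-A9 DNA (stock) added; 30 min ambient. Buffer 50 mM Tris-HCl pH 7.5, 50 mM NaCl, 1 mM DTT, 0.05% BSA.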
# ELG1 genotoxic = induces genotoxicity in HEK293T cells with luciferase-tagged ELG1; HEK293T ELG1-luciferase reporter, luminescence, 16 h; Potency, µM (doses to about 46 µM), inactives show top-dose activity change, positive = activation, actives largely listed as activators; 1.3% of 330,000 active; AID 504466; note: % of control where 0% means no effect; nearly all actives have a fitted effect of over 60% in size
#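 HEK293T cells expressing luciferase-tagged ELG1 were exposed to compound or DMSO vehicle for 16 hr at 37 °C and 5% CO2. Luciferase activity was then measured with ONE-Glo after 30 min at room temperature.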
# NPC1 promoter act = activates the NPC1 promoter | Huh7 NPC1 promoter luciferase reporter, 24 h | Potency, µM (doses to about 9.22 µM), for the others: at the highest dose activation, most hits filed as activators | 2.4% of 320,000 active | AID 485313;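 note: % of control where 0% means no effect; nearly all actives have a fitted effect of over 60% in size; reporter is driven by a mutant NPC1 promoter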
#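 Quantitative HTS used a cell-based reporter: Huh7 cells stably bearing the NPC1 promoter upstream of luciferase were treated with compounds for 24 h, and promoter activation was read as luminescence.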
# VP16 counter = Gal4-VP16 reporter inhibition counter-screen. Drosophila S2 Gal4-VP16 UAS-luciferase, luminescence, 20 h. Potency, µM (doses to about 53.6 µM), without a hit: at the top dose activity, negative = inhibition, hits mostly inhibitors. 3.5% of 310,000 active. AID 2546;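 note: Gal4-VP16 expression switched on by copper sulfate through the metallothionein promoter; % is set by controls: 0 for no effect and ±100 for the full control effect; nearly all actives have a fitted effect of over 50% in size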
# p53 reactivation = re-activators of mutant p53; H1299 p53-A138V BP100-luciferase reporter, luminescence, 24 h; Potency, µM (doses to about 92.2 µM), without a hit: top-dose activity change, positive = activation, hits mostly activators; 0.063% of 320,000 active; note: % of control where 0% means no effect; nearly all actives have a fitted effect of over 45% in size
#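 p53-null H1299 cells stably carrying temperature-sensitive p53-A138V and a BP100-luciferase reporter were pinned with compounds (4-point, 1:5 series) and held 24 hrs at 37 deg C. Luminescence was read 10 min after detection reagent.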
# uPA generation = inhibitors of cell surface uPA generation | Potency, µM (titrated, usually from 38.3 µM), inactives show at the highest dose activity change, negative = inhibition, most hits filed as inhibitors | 0.31% of 330,000 active | cell surface uPA generation assay, qHTS | AID 540303; active = well fitted inhibition curve with a large enough effect; inconclusive = small, poorly fitted or top-dose-only effect; inactive = no such curve, though single readings can be large or run the other way; tested in mouse RAW 264.7 cells; note: % is set by controls: 0 for no effect and ±100 for the full control effect; nearly all actives have a fitted effect of over 55% in size
# RORg inh = ROR gamma (mouse) transcription inhibition; 5.4% of 310,000 active; AID 2551; Drosophila S2 Gal4-RORgamma UAS-luciferase reporter, 20 h; Potency, µM (doses to about 53.6 µM), inactives show top-dose activity change, negative = inhibition, actives largely listed as inhibitors; P51450; note: % is set by controls: 0 for no effect and ±100 for the full control effect; nearly all actives have a fitted effect of over 60% in size
# Target sequence (P51450 whole entry, looked up, the tested form may be a part): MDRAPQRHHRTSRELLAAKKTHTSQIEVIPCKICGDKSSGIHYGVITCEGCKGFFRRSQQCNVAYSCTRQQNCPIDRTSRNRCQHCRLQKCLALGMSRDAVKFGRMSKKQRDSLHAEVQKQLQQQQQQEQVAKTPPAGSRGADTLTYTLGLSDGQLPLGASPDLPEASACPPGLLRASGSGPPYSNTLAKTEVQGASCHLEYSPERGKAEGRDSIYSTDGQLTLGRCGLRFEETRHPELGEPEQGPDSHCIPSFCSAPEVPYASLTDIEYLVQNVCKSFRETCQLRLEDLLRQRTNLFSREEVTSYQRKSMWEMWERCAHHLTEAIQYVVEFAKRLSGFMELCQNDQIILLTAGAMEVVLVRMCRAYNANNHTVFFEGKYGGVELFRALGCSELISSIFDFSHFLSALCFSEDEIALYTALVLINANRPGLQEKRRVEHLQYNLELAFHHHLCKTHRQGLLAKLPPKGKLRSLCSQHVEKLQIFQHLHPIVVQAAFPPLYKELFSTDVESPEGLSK
#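 Stable Schneider cell line, Gal4 DNA-binding domain fused to ROR gamma, UAS-luciferase. Cmpd 1 hr RT → CuSO4 700 uM final → 20 hr RT → luciferase reagent 10 min → luminescence.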
# FLuc modulator = firefly luciferase modulation, counter-screen for miR-21 project | purified FLuc, Km substrates, luminescence inhibition | Potency, µM (titrated, usually from 57.5 µM), inactives show top-dose activity change, negative = inhibition, actives largely listed as inhibitors | AID 588342 | 6.9% of 360,000 active | P08659;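 note: plate controls were vehicle for no effect and reference inhibitor for full effect; nearly all actives have a fitted effect of over 55% in size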
# Target sequence (P08659 whole entry, looked up): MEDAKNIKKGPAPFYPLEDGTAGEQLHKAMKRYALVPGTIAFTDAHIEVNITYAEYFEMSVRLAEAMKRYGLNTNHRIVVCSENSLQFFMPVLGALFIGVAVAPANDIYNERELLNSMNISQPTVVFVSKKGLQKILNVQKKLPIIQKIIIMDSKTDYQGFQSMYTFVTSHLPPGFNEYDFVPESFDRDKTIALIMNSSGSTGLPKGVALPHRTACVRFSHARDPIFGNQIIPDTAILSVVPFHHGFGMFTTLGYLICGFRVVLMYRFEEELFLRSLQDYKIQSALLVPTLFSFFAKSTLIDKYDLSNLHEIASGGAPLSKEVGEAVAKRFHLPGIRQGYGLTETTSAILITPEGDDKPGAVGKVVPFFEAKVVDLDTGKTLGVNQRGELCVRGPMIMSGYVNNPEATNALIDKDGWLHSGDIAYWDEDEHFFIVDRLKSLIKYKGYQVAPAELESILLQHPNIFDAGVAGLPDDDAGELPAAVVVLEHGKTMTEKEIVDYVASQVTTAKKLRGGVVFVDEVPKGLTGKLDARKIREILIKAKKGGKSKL
#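 Biochemical qHTS of compounds, final roughly 60 µM downward over six points, against 10 nM purified firefly luciferase using Km concentrations of substrates (10 uM D-luciferin, 10 uM ATP) in Tris acetate pH 7.5 buffer; luminescence output.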
# MBNL1 CUG block = MBNL1-poly(CUG) RNA binding inhibition | 0.036% of 280,000 active | TR-FRET MBNL1-His/biotin-(CUG)12 binding, 665/545 ratio | Potency, µM (highest dose often 57.5 µM), for inactives: top-dose activity change, negative = inhibition, actives largely listed as inhibitors | Q9NR56 | AID 2675; active = well fitted inhibition curve with a large enough effect in the signal ratio, with a control signal flat, not every such curve was filed as active; inconclusive = small, poorly fitted or top-dose-only effect, or effect the other way, or a change in a side signal; inactive = no such curve, though single readings can be large or run the other way; the % refers to the signal ratio; note: % is set by controls: 0 for no effect and ±100 for the full control effect
#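 His-tagged MBNL1 binding to biotinylated (CUG)12 RNA was measured by TR-FRET using terbium anti-His antibody (0.055 ng/ul final) and streptavidin-XL665 (5 nM final). Compounds were titrated 92 nM to 58 uM; 60 min at room temperature.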
# The depositor's hits bear a star; ? = inconclusive; nt = not tested or not shown; & = joins results of further samples; [ ] = dose if it differs, or a comment. Unless noted, calls come from the whole dose curve; as a rule, active = well fitted curve in the direction sought with a large enough effect; inconclusive = small, poorly fitted or top-dose-only effect, or another doubt; inactive = no such curve, though single readings can be large; an effect the other way counts as inactive or inconclusive. Potency is the fitted concentration of half-maximal effect.
SMILES,BRCA1 expr up,Rab9 promoter act,CXXC DNA block,ELG1 genotoxic,NPC1 promoter act,VP16 counter,p53 reactivation,uPA generation,RORg inh,FLuc modulator,MBNL1 CUG block
O=C(Nc1nnc(SCCC2OCCO2)s1)C1CC(=O)N(c2ccc(F)cc2)C1 (stereo not given),-3%,3%,-5%,2%,5%,2%,-8%,0%,-1%,2%,-7%
CCOc1ccc(C(CC(=O)O)NC(=O)C23CC4CC(CC(C4)C2)C3)cc1 (stereo not given),-3%,-6%,-5%,-1%,1%,-11%,4%,nt,11%,5%,-8%
CCN(CC)CCNC(=S)Nc1ccc2nc(N3CCN(CC)CC3)cc(C)c2c1,22%,-4%,13%,2%,-4%,-3%,0%,2%,-19%,9%,-7%
CCC1CO/C(=C(\C(=C(Cl)Cl)N2CCOCC2)[N+](=O)[O-])N1 (stereo not given),-2%,-6%,4%,1%,-2%,-5%,5%,3%,1%,-1%,-2%
COc1ccccc1-c1cn[nH]c1-c1ccc(OCc2ccc(F)cc2)cc1O,-56%,-7%,0%,-3%,-3%,?,-13%,-12%,7.9µM*,-4%,2%
C#CCOCCOCCOCCNc1nc(N2CCN(C(=O)[C@H]([C@@H](C)CC)n3cc([C@@H](N)Cc4ccc(O)cc4)nn3)CC2)nc(N2CCN(C(=O)[C@H](Cc3cc4ccccc4[nH]3)n3cc([C@@H](N)C(C)CC)nn3)CC2)n1 (stereo not given in full),nt,-3%,21%,5%,-1%,-4%,0%,nt,5%,-1%,-18%
CC(=O)C1=C(O)C(=O)N(c2cc(C(C)(C)C)on2)C1c1ccc(C(C)C)cc1 (stereo not given),-1%,-4%,-2%,-1%,1%,7%,2%,0%,2%[10 µM],3%,6%
COc1ccc(-c2csc(NC(=O)COC(=O)c3ccc(Br)o3)n2)cc1,nt,?,2%,?,?,-19%,?,nt,?,nt,-4%
Cc1cccc(NC(=O)Nc2ccccc2[N+](=O)[O-])n1,30%,5%,-3%,12%,15%,5%,9%,6%,43%,-14%,10%
CS(=O)(=O)c1ccc(N)c(SSc2cc(S(C)(=O)=O)ccc2N)c1,-19%,-1%,nt,1%,0%,nt,?,-3%,nt,?,nt
CCOc1cccc(C(=O)Nc2nc(-c3ccc(S(=O)(=O)N4CCOCC4)cc3)cs2)c1,-21%,-8%,23%,-3%,-5%,nt,-25%,17%,0%[0.365 µM],2%,107%[activator]
CCCNC(=S)Nc1ccc(F)cc1F,-5%,1%,1%,-8%,-1%,9%,0%,-9%,?,0%,nt

# Four successive entries already listed, quoted:
SMILES,BRCA1 expr up,Rab9 promoter act,CXXC DNA block,ELG1 genotoxic,NPC1 promoter act,VP16 counter,p53 reactivation,uPA generation,RORg inh,FLuc modulator,MBNL1 CUG block
Cc1cccc(NC(=O)Nc2ccccc2[N+](=O)[O-])n1,30%,5%,-3%,12%,15%,5%,9%,6%,43%,-14%,10%
CS(=O)(=O)c1ccc(N)c(SSc2cc(S(C)(=O)=O)ccc2N)c1,-19%,-1%,nt,1%,0%,nt,?,-3%,nt,?,nt
CCOc1cccc(C(=O)Nc2nc(-c3ccc(S(=O)(=O)N4CCOCC4)cc3)cs2)c1,-21%,-8%,23%,-3%,-5%,nt,-25%,17%,0%[0.365 µM],2%,107%[activator]
CCCNC(=S)Nc1ccc(F)cc1F,-5%,1%,1%,-8%,-1%,9%,0%,-9%,?,0%,nt

# (more compounds)
SMILES,BRCA1 expr up,Rab9 promoter act,CXXC DNA block,ELG1 genotoxic,NPC1 promoter act,VP16 counter,p53 reactivation,uPA generation,RORg inh,FLuc modulator,MBNL1 CUG block
COc1ccc(CN(CC(=O)NC2CCCCC2)C(=O)CCC(=O)Nc2nccs2)cc1,-8%,-1%,14%,-7%,-4%,7%,-3%,-2%,26%,2%,-2%
O=[N+]([O-])c1cc(Cc2ccccc2)cc(C=Nc2ccc(N3CCOCC3)cc2)c1O,-10%,2%,1%,1%,4%,-15%,-5%,6%,?,4%,7%
COc1cc(/C=N/N2CCCCC2)cc([N+](=O)[O-])c1O,-18%,0%,-7%,0%,1%,-7%,1%,2%,15%,-12%,?
Cc1cc(-c2cc(-c3ccc(Cl)cc3)nc(N)c2C#N)co1,-52%,1%,-7%,1%,-1%,-24%,2%,-4%,-34%,?,?
O=C(Cn1cnc2c(nnn2Cc2ccc(Cl)cc2)c1=O)NCC1CCCO1 (stereo not given),-47%,-6%,2%,2%,-4%,2%,9%,-5%,3%,2%,4%
CCN(c1ccccc1)S(=O)(=O)c1ccc(C(=O)NCCCN2CCOCC2)cc1,-43%,-3%,nt,0%,0%,nt,-8%,7%,nt,3%,nt
Cc1ccc(-n2nnnc2-c2cccc(C)c2)cc1,-24%,2%,12%,4%,-6%,-3%,-5%,0%,9%,-8%,-2%
CCOC(CNc1ncnc2c1cnn2C)OCC,-2%,2%,?,4%,1%,2%,-4%,-1%,8%,1%,-5%
O=C(CCNS(=O)(=O)c1ccccc1)N1CCN(C(c2ccccc2)c2ccccc2)CC1,nt,-5%,1%,-12%,0%,-4%,-14%,nt,-11%,2%,1%
O=c1cc(O)nc(SCc2ccccc2)[nH]1,7%[1.84 µM],0%,6%,0%,0%,?,4%,-1%,-20%,-1%,0%
Cc1ccc(N2C(=O)CC(Nc3ccc(Cl)c(S(=O)(=O)N(C)C)c3)C2=O)c(C)c1 (stereo not given),0%,-1%,-1%,-3%,2%,5%,1%,-20%,47%,5%,-4%
O=C(Nc1ccccc1NC(=O)c1c(F)cccc1F)c1c(F)cccc1F,-4%,-9%,6%,-2%,1%,-3%,-1%,-2%,0%,-2%,-4%
Cc1cc(NC(=O)C(C)SCC(=O)Nc2cc(C(F)(F)F)ccc2N2CCCCC2)no1 (stereo not given),-92%[inhibitor],-1%,nt,-8%,-3%,nt,6%,14%,nt,5%,nt
CCOC(=O)Nc1ccccc1C(=O)Nc1cc(C)cc(C)c1,-3%,-2%,-20%,4%,1%,-24%,3%,10%,39%,1%,-1%
CCOc1ccc(NC(=O)N(CCN(C)C)C(C)c2cccnc2)cc1 (stereo not given),6%,1%,-7%,0%,0%,-7%,-4%,6%,-7%,-13%,10%
O=C(NCC(=O)N1CCCC(C(F)(F)F)C1)c1ccccc1Br (stereo not given),20%,1%,nt,0%,3%,nt,3%,2%,nt,2%,nt
CCOc1ccccc1NC(=O)c1nc(S(=O)(=O)Cc2cccc(C)c2)ncc1Cl,-78%&4%,-20%,13%,-4%,-33%[inhibitor],2.5µM*,-8%,?,8.9µM*,-5%&-13%,-1%
O=C(NCc1ccc2c(c1)OCO2)C12CC3CC(CC(C3)C1)C2,3%,-1%,10%,1%,-2%,9%,0%,4%,26%,1%,-10%
O=C1CC(SCc2nc3ccccc3[nH]2)C(=O)N1c1ccc(Cl)cc1 (stereo not given),-31%,-2%,1%,0%,2%,6.3µM*,9%,-6%,3.5µM*,-1%,10%
CCCc1c(C)c2ccccc2[nH]c1=O,0%,?,-2%,0%,-4%,-3%,-1%,1%,8%,-1%,-4%
O=C(Nc1ccc2nn(-c3ccccc3)nc2c1)c1cccs1,4.5µM*,3.5µM*,27%,?,?,-13%,4%,5%,?,-11%[2.3 µM],20%
c1ccc(C2Oc3ccccc3C3CC(c4cccs4)=NN32)cc1 (stereo not given),26%,11%,90%[activator],8%,3%,?,?,1%,?,?,3%
Clc1ccc(CSc2nnc(/C=C/c3ccccc3)o2)cc1,-25%,-2%,4%,-2%,-2%,-13%,9%,-2%,4%,3%,2%
N#C/C(=C/c1cn(CC(=O)O)c2ccccc12)C(=O)NCc1ccccc1,0%,-6%,-5%,-1%,-1%,9%,6%,0%,7%,?,?
CCOC(=O)c1[nH]c(C)c(CCC(=O)OC)c1C,3%,-3%,2%,6%,-5%,-5%[0.365 µM],-4%,nt,28%,11%,-4%

# Taken from above.
# `CCOc1ccccc1NC(=O)c1nc(S(=O)(=O)Cc2cccc(C)c2)ncc1Cl` @ FLuc modulator = -5%&-13%
# `O=C(Nc1ccc2nn(-c3ccccc3)nc2c1)c1cccs1` @ p53 reactivation = 4%
# `Clc1ccc(CSc2nnc(/C=C/c3ccccc3)o2)cc1` @ BRCA1 expr up = -25%

# Some of the compounds tested; count on the stated rates, not on these rows.
